Assay outcomes as filed in PubChem BioAssay.
Glioma ERSR ind: inducers of ER stress response in human glioma cells. Potency, µM, for inactives: at the top dose activation, most hits filed as activators. 420,000 compounds, 0.02% hits. U87-MG GRP78 promoter luciferase reporter, 16 h. AID 602332; further: potency means the concentration at half of the fitted maximal effect; series mostly up to about 76 µM; % of control where 0% means no effect; nearly all actives have a fitted effect of over 35% in size
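ERSR induction read as luciferase luminescence (Bright-Glo, 10 min at room temperature) in stably transfected human U87-MG glioma cells exposed to compounds for 16 h, using GRP78 as sensor.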
D1 antagonist: blocks dopamine activation of the human D1 receptor | 360,000 compounds, 3.2% hits | HEK293 TREx D1 cells, calcium flux, dopamine EC80; active compounds read low | activity change, negative = inhibition, % at 10 µM | P21728; in the data active means activity change below about -30%; further: on the % scale 0 is the no-effect control and ±100 the full control effect
Target sequence (P21728 whole entry, looked up): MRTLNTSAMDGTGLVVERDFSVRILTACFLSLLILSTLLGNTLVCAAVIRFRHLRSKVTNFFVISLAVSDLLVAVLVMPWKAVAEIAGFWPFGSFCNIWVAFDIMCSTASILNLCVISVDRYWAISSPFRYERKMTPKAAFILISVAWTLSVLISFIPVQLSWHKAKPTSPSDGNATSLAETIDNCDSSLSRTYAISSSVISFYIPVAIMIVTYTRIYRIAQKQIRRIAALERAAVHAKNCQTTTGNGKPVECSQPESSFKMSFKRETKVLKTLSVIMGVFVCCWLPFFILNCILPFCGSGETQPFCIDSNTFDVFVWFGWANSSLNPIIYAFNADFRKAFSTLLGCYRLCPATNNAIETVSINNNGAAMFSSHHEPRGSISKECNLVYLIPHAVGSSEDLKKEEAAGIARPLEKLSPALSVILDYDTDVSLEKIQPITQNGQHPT
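Allosteric or orthosteric antagonism assessed as attenuation of the calcium response to EC80 dopamine, added 180 s after compound, in induced HEK293 Trex D1 cells loaded with no-wash calcium dye.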
D1 ag: activates the human D1 dopamine receptor | HEK293 T-REx D1 cells, calcium flux, agonist mode | activation, % at 2 µM | 360,000 compounds, 1% hits | AID 504660; in the data active means activation above about 30%; further: 0% is about no effect
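Tetracycline-induced HEK293 TREx D1 cells, force-coupled to calcium signalling, were dye-loaded with a no-wash calcium kit. Compound was pin-added after a 10 s baseline. Fluorescence was read kinetically at 1 cycle/s for 180 s, with calcium rises flagged as agonism.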
Vif-APOBEC3F blk: blocks the Vif interaction with APOBEC3F; HeLa A3F-eYFP + Vif (tagged APOBEC3F with the HIV-1 protein that degrades it), YFP fluorescence increase; Potency, µM (highest dose often 46.1 µM), inactives show top-dose activity, negative = active; 390,000 compounds, 0.2% hits; AID 602313; further: potency means the concentration at half of the fitted maximal effect; % of control where 0% means no effect; nearly all actives have a fitted effect of over 65% in size
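HeLa cells stably expressing Vif plus C-terminally eYFP-tagged A3F were seeded, incubated overnight at 37 deg C, dosed with compound, incubated overnight again at 37 deg C. Yellow fluorescence (Ex 488/Em 500-530) reported blocked Vif-mediated A3F-eYFP degradation.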
D2 PAM: D2 dopamine receptor (human) potentiation. P14416. HEK293 T-REx D2, calcium flux, EC20 dopamine potentiation. potentiation, % at 10 µM. 340,000 compounds, 0.34% hits;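 active means potentiation over 3 SD above the plate norm, cut at about 30% in these data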; further: 0% is about no effect
Target sequence (P14416 whole entry, looked up): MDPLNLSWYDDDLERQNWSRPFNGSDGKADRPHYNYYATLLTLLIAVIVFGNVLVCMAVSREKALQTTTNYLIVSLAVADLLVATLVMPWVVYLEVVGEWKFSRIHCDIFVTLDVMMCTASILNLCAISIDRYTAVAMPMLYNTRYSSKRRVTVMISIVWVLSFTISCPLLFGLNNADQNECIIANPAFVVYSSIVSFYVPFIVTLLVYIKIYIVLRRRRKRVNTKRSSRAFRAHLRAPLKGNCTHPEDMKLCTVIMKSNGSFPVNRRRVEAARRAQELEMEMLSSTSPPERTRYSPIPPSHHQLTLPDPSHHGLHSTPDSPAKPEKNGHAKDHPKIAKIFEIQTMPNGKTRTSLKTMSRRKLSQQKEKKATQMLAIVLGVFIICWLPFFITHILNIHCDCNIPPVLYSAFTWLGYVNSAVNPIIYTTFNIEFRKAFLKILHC
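Cells plated with tetracycline inducer and held overnight at 30 C; calcium dye loaded 30–90 min at room temperature; baseline taken, compound added and read 180 s; EC20 dopamine then added and read 180 s.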
RXFP1 antag: blocks the human relaxin receptor RXFP1. HEK293-RXFP1, relaxin-stimulated cAMP HTRF, 30 min; active compounds read low. Q9HBX9. 350,000 compounds, 0.59% hits. AID 1259400. activity change, negative = inhibition, % at 57.5 µM;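 active means activity change of -60% or lower, but not beyond a set lower limit; inconclusive means change between -60% and -40%, or beyond the set limit; inactive means change above -40%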; further: on the % scale 0 is the no-effect control and ±100 the full control effect
D1 potentiator: human D1 dopamine receptor positive modulation. P21728. potentiation, % at 10 µM. 360,000 compounds, 0.036% hits. HEK293 TREx D1 cells, calcium flux, dopamine EC20 potentiation; in the data active means potentiation above about 30%; further: 0% is about no effect
Vif-APOBEC3G blk: blocks the Vif interaction with human APOBEC3G; Potency, µM (titrated, usually from 46.1 µM), inactives show top-dose activity, negative = active, actives largely listed as inhibitors; 410,000 compounds, 0.076% hits; HeLa A3G-eYFP + Vif (tagged APOBEC3G with the HIV-1 protein that degrades it), YFP fluorescence, overnight; Q9HC16;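 further: potency means the concentration at half of the fitted maximal effect; on the % scale 0 is the no-effect control and ±100 the full control effect; nearly all actives have a fitted effect of over 60% in size; hits raise eYFP signal because A3G escapes Vif-driven loss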
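HeLa cells stably expressing Vif and C-terminally eYFP-tagged A3G, seeded overnight at 37 deg C, then exposed to compound by pintool overnight at 37 deg C. Rise in yellow fluorescence (Ex 488/Em 500-530, Acumen) marks blocked Vif-driven A3G degradation.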
RXFP1 agonist: activates the human relaxin receptor RXFP1; HEK293T-RXFP1 cAMP TR-FRET, 30 min; response scale: percent of porcine relaxin response, buffer zero; 370,000 compounds, 0.3% hits; Potency, µM (doses to about 57.5 µM), for inactives: top-dose activation, hits mostly activators; AID 2676; Q9HBX9; further: potency means the concentration at half of the fitted maximal effect; on the % scale 0 is the no-effect control and ±100 the full control effect; nearly all actives have a fitted effect of over 60% in size; many of its hits are not listed in these tables
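HEK293 cells stably expressing RXFP1, treated 30 min at 37C with compounds plus PDE4 inhibitor Ro 20174; cAMP measured by HTRF TR-FRET. Normalized to buffer and 29 nM porcine relaxin; EC50 by Hill fit.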
Numbers without * were called inactive; ? = inconclusive; . = no result given; & = joins results of further samples. Unless noted, the call rests on the fitted dose curve; in most records, active means well fitted curve in the direction sought with a large enough effect; inconclusive means small, poorly fitted or top-dose-only effect, or another doubt; inactive means no such curve, though single readings can be large; an effect the other way counts as inactive or inconclusive. Not all compounds are listed; the hit share may differ from the screen's.

SMILES	Glioma ERSR ind	D1 antagonist	D1 ag	Vif-APOBEC3F blk	D2 PAM	RXFP1 antag	D1 potentiator	Vif-APOBEC3G blk	RXFP1 agonist
CC(OC(=O)CNS(=O)(=O)/C=C/c1ccccc1)C(=O)Nc1ccc(S(=O)(=O)N2CCCC2)cc1 (stereo not given)	-3%	11	2	0%	11	2	-1	-4%	0.9%
Cc1cccc(NC(=O)c2nc[nH]c2C(=O)NCC(=O)OC(C)(C)C)c1	4%	-7	0	5%	9	.	2	0%	1.3%
CCN(CC)CCNC(=O)c1c(O)c2cccc3c2n(c1=O)CCC3	-2%	1	8	-6%	10	.	2	4%	0.2%
COC(=O)c1ccccc1NC(=O)C12CC3CC(C1)CC(n1cnc(Cl)n1)(C3)C2	-4%	10	2	2%	1	-6	-2	-1%	1.4%
COc1cc(OC)cc(C(=O)N2CCN(C(=O)Cc3ccccc3)CC2)c1	4%	-2	5	5%	11	10	-1	-1%	0.0%
COC(=O)c1[nH]c2ccccc2c1NC(=O)CNC1CCCCC1	-4%	-10	2	0%	-5	21	-2	0%	-0.3%
COc1cccc(-c2cc(C(=O)NCC3CCCO3)c3ccccc3n2)c1 (stereo not given)	0%	-4	0	-1%	7	-4	4	-5%	1.1%
Nc1nnc(COc2ccc(Br)cc2Br)s1	6%	2	-1	3%	-1	2	-8	0%	0.1%
CC1(c2ccccc2)CC(C)(C)N(C(=O)c2cc([N+](=O)[O-])cc([N+](=O)[O-])c2)c2ccccc21 (stereo not given)	-3%	0	3	-12%	7	8	6	2%	4.1%
Fc1ccccc1N=C1NN=C(c2ccccc2)CS1	2%	7	1	-4%	-5	-17	-4	-10%	0.7%
Nc1nc(-c2ccc(Cl)cc2)cn1N	-1%	-4	3	-5%	5	-9	1	-1%	0.6%
O=c1c2ccccc2nc(-c2ccc(Cl)cc2)n1CCCCOc1ccc(F)cc1	-3%	-2	2	3%	8	-4	0	2%	1.4%
COc1ccc(S(=O)(=O)N(C(=O)c2ccco2)c2cc3sc(=O)oc3c3ccccc23)cc1	-8%	-9	1	2%	2	?	-6	?	-0.1%
CCOc1ccc(N(C)S(=O)(=O)c2cc(-c3cc(C)no3)ccc2C)cc1	0%	-11	11	-4%	23	-3	-7	-11%	2.0%
O=C(COC(=O)Cc1ccsc1)Nc1ccc(Br)cc1	-6%	-15	1	-5%	.	9	0	-2%	0.3%
CC(C)n1c(N2CCN(C(=O)Nc3ccc(Cl)cc3)CC2)nc2ccccc21	1%	-3	1	0%	-9	-6	-5	1%	2.3%
COc1ccc(/C=N/NC(=O)C(Cc2c[nH]c3ccccc23)NC(=O)OCC(C)C)cc1[N+](=O)[O-] (stereo not given)	-2%	8	-1	9%	9	-7	2	-6%	6.5%
O=C1CSC(c2ccccc2)N1c1ccccc1F (stereo not given)	-4%	-22	0	-19%	10	11	0	-2%	0.2%
CN1CCN(c2ccc([N+](=O)[O-])c(Sc3nc4ccccc4[nH]3)c2)CC1	-2%	-2	2	2%	-29	3	-8	3%	-1.0%
CCCC/C(C)=N/NC(=O)Nc1ccccc1	6%	16	4	-4%	2	4	-3	-7%	3.0%
CCOC(=O)C(NC(=O)Nc1ccc(Cl)cn1)(Oc1ccccc1)C(F)(F)F (stereo not given)	-4%	4	2	-14%	14	-5	-3	2%	0.4%
O=C(NC(Cc1ccccc1)C(=O)N1CCN(S(=O)(=O)c2ccccc2F)CC1)c1ccccc1 (stereo not given)	-3%	2	3	-17%	11	0	6	3%	2.1%
CCN1CCN(c2oc(-c3ccc([N+](=O)[O-])cc3)nc2C#N)CC1	-5%	7	2	-3%	1	-12	-6	0%	0.0%
Brc1ccc(-c2csc3[n+]2CCCCC3)cc1	0%	-6	3	-4%	.	6	1	3%	0.3%
COc1cccc(Nc2nc3ccc(C)cc3nc2-n2nc(C)cc2C)c1	-1%	14	2	3%	6	-3	0	-1%	3.6%
CC1CC(OC(=O)c2ccccc2C(=O)c2ccc(Cl)cc2)C(=O)O1 (stereo not given)	-4%	.	.	-4%	.	-11	.	2%	.
N#CCSc1ccc2nc(-c3ccccc3)cn2n1	4%	-13	1	-6%	5	2	-9	2%	2.4%
O=C(COC(=O)c1ccccc1Oc1ccccc1)NC1CC1	-4%	5	-2	19%	-2	4	-5	-1%	0.5%
O=C(CN1CCN(c2ccccn2)CC1)NC1CCCCC1	-3%	-12	1	-12%	-12	9	0	-2%	0.7%
CCCCCCCCCCCCCCCC[N+](C)(C)CCN(Cc1ccc(OC)cc1)c1ncccn1	-11%&-5%	26	9	3%	2	-16	0	0%	-0.4%

Filtered by structure, those above with a cyano group
SMILES	Glioma ERSR ind	D1 antagonist	D1 ag	Vif-APOBEC3F blk	D2 PAM	RXFP1 antag	D1 potentiator	Vif-APOBEC3G blk	RXFP1 agonist
CCN1CCN(c2oc(-c3ccc([N+](=O)[O-])cc3)nc2C#N)CC1	-5%	7	2	-3%	1	-12	-6	0%	0.0%
N#CCSc1ccc2nc(-c3ccccc3)cn2n1	4%	-13	1	-6%	5	2	-9	2%	2.4%

(further entries)
SMILES	Glioma ERSR ind	D1 antagonist	D1 ag	Vif-APOBEC3F blk	D2 PAM	RXFP1 antag	D1 potentiator	Vif-APOBEC3G blk	RXFP1 agonist
CC(C)CCNC(=O)COc1cccc2c1OC(C)(C)C2	-3%	2	1	11%	0	-14	-2	0%	0.9%
CCN(CC)S(=O)(=O)c1ccc(N=Nc2c(C)[nH]n(C(N)=S)c2=O)cc1	1%	-26	4	-3%	8	11	10	2%	-1.3%
CCC(C)c1ccc(NC(=S)N2CCCC2)cc1 (stereo not given)	11%	3	-1	0%	7	8	-7	3%	1.5%
Cc1cc(SCC(=O)NCCN2C(=O)CSC2=O)nc2c(C)cccc12	-2%	14	1	6%	14	4	8	-2%	4.3%
CC(C)c1ccc(NC(=O)C(Cc2ccccc2)NS(=O)(=O)c2ccc3c(c2)oc(=O)n3C)cc1 (stereo not given)	-5%	-37*	5	-2%	-13	.	-7	2%	-1.9%
O=C1CCCc2c1cc(C(=O)NCc1ccco1)c(=O)n2-c1ccccc1	-6%	-9	1	1%	-5	-3	0	-4%	-1.4%
CCN(CC)S(=O)(=O)c1ccc(C(C)NC(=O)C2CCCN2C(=O)c2cccs2)cc1 (stereo not given)	-4%	22	-1	2%	4	-5	-2	1%	1.6%
C/C(=N/Nc1cc(-c2ccccc2)nc(-c2ccccc2)n1)c1ccc(O)cc1	-9%	3	2	8%	-8	.	-2	-10%	2.4%
C/C(CCN1CCc2nc(-c3ccccc3)c(-c3ccccc3)cc2C1)=N\O[C@@H](C)c1cn([C@H](CO)Cc2ccccc2)nn1	-5%&-4%	8	-1	.	11	.	-2	.	0.5%
COc1ccc2nc(NC(=O)C3CCCO3)sc2c1 (stereo not given)	-9%	5	0	10%	-13	1	-5	-2%	0.8%
O=C(NCCO)c1ccc(-c2nnc(Nc3ccc(OC(F)(F)Cl)cc3)c3ccccc23)cc1	-8%	-3	0	1%	-7	.	-4	-23%	2.0%
Cc1c(-n2c(SCC(C)C)nc3ccccc3c2=O)c(=O)n(-c2ccccc2)n1C	-5%	4	3	-10%	3	-10	-5	-5%	3.9%
CC(C)CC(=O)Nc1nc(-c2ccc(S(=O)(=O)N3CCOCC3)cc2)cs1	-5%	-9	3	2%	0	-15	-6	1%	2.0%
COc1ccccc1N1CCN(C(=O)c2cccc(C(=O)N3CCN(c4ccccc4OC)CC3)c2)CC1	-3%	-25	0	-2%	12	-2	1	0%	2.9%
N/C(=N\OC(=O)CCCN1C(=O)c2ccccc2C1=O)c1ccccn1	0%	4	1	7%	-7	4	-3	3%	-1.6%
Nc1ccc(Oc2ccc3c(c2)OCO3)cc1	-1%	3	8	-5%	-4	-5	-3	-2%	0.3%
CC(C)CCNC(=S)Nc1ccc([N+](=O)[O-])cc1	-2%	-46*	34*	-4%	6	-4	-3	0%	-1.1%
COc1cccc(CNC(=O)c2cccn2-c2nnc(N3CCCC3)s2)c1	0%	-7	2	0%	0	-13	-4	3%	-1.4%
Nc1ccc(-c2nc3c(ccc4ccccc43)[nH]2)cc1	-9%	-8	0	-16%	-8	-2	-5	4%	7.4%
COc1ccc(NC(=O)[C@@H]2CCCN2C(=O)[C@@H]2Cc3ccccc3CN2C(=O)OC(C)(C)C)cc1	3%	7	3	-24%	1	11	6	-1%	1.6%
CC(=O)Nc1ccc(/C(C)=N/NC(=O)c2ccc(COc3ccccc3Cl)o2)cc1	8%	.	.	-5%	.	-3	.	-5%	.
Cc1cc(/C=N/NC(=O)C(O)(c2ccccc2)c2ccccc2)c(C)n1-c1ccc(C(=O)O)cc1	-2%	5	0	-1%	-25	0	-5	0%	-2.0%
CSc1nnc2c(=O)[nH]c(=O)n(C)c2n1	-3%	.	.	-7%	.	10	.	0%	.
Cc1ccc(NC(=O)c2nc(S(=O)(=O)Cc3ccc(F)cc3)ncc2Cl)cc1C	-10%	-37*	4	1%	-7	?	-3	-18%	2.0%
O=C(Cc1ccccc1)NCc1ccc(F)cc1	2%	-12	2	-2%	-8	.	-15	-8%	-0.2%
COC(=O)/C(N=Nc1cccc(C(F)(F)F)c1)=C(\C)O	-3%	5	0	-9%	0	-4	-1	-5%	6.8%
COc1cc2cc(CN(CCCO)S(=O)(=O)c3ccccc3)c(=O)[nH]c2cc1OC	-5%	7	6	-10%	-3	13	-3	0%	2.7%
COc1ccc(-n2nc3c(N4CCC(C(=O)NCCc5ccco5)CC4)nnc(C)c3c2C)cc1	-8%	3	4	-12%	5	8	-9	-3%	20%
COc1ccc(N2CC(C)Cn3c2nc2c3c(=O)n(Cc3ccccc3)c(=O)n2C)c(OC)c1 (stereo not given)	0%	-14	1	18%	11	-18	-9	-1%	-1.5%
O=C(C1CCCN(S(=O)(=O)c2ccc(Br)s2)C1)N1CCN(c2cccc(Cl)c2)CC1 (stereo not given)	-4%	-24	3	-5%	-3	-9	-5	3%	4.6%
COc1cc(CC(=O)OCC(=O)N2CCCCC2C)cc(OC)c1OC (stereo not given)	-7%	11	4	-1%	0	3	-2	-4%	3.0%
